Screens deposited in PubChem by The Scripps Research Institute Molecular Screening Center.
MITF inh = blocks human microphthalmia-associated transcription factor; O75030; AlphaScreen MITF homodimerization, bead proximity signal; inhibition, % at 2.6 µM; hit rate 0.91% among 650,000; AID 1259374; in the data active means inhibition above about 50%;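 further: 0% = vehicle wells with protein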
Target sequence (O75030 whole entry, looked up): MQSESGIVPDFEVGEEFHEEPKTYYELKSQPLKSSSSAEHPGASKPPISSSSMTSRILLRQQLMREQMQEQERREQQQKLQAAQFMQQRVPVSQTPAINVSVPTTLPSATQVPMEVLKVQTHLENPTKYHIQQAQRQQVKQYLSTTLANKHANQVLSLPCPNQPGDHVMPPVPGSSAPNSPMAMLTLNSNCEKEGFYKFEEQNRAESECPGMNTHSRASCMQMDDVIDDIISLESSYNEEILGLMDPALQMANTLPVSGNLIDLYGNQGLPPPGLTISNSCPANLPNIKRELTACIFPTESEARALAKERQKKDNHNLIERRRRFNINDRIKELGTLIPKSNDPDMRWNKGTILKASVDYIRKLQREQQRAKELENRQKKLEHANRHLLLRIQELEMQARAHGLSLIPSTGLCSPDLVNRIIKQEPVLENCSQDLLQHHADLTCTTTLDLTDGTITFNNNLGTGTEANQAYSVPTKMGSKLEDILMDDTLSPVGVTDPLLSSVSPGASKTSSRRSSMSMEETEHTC
TEAD-YAP inh = TEAD-YAP interaction inhibition. AID 1259422. HEK-TIYL cells, TEAD-Gal4/YAP UAS-luciferase luminescence. inhibition, % at 9.12 µM. hit rate 1.4% among 640,000; in the data active means inhibition above about 32%;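 further: 0% = median of test compound wells and 100% = reference inhibitor wells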
FBW7 activator = activators of human E3 ligase FBW7 | Q969H0 | AlphaScreen FBW7–phospho-cyclin E peptide binding, activator screen | normalized activity (activation), % at 26.1 µM | hit rate 0.13% among 650,000; in the data active means normalized activity above about 1.9%;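 further: purified mutant Fbw7 with reduced substrate affinity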
GPR151 activ = human GPR151 activation. hit rate 1% among 650,000. PathHunter beta-arrestin GPR151 cells, luminescence. activation, % at 11.2 µM. AID 1508602; in the data active means activation above about 4.9%;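 further: 0% = median of compound wells and 100% = cells with positive control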
Target sequence (Q8TDV0 whole entry, looked up): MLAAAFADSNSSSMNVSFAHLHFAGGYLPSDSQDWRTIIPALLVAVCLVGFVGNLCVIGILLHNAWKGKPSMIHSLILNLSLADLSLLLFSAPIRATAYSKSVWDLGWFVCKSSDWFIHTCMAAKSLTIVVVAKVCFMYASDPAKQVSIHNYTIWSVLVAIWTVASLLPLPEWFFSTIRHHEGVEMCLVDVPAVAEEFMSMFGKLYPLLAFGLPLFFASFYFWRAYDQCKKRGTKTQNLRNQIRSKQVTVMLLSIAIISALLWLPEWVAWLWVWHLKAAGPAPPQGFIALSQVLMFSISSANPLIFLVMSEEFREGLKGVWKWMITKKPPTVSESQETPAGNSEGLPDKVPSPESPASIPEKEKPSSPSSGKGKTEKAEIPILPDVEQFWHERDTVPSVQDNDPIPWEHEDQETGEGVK
Starred values were filed as active, the others as inactive; x = not tested or not shown; & = joins results of further samples.

SMILES	MITF inh	TEAD-YAP inh	FBW7 activator	GPR151 activ
COc1cc(S(=O)(=O)Nc2cc(C)cc(C)c2)ccc1F	-1.8	4.0	-0.1	1.8
O=C(CNC(=O)c1ccc2c(c1)OCO2)NNC(=O)c1ccco1	6.4	-0.2	0.0	-1.4
O=C(O)CN1CCN(Cc2ccccc2)CC1	4.2	-5.2	0.0	1.0
CCOC(=O)/C(C#N)=C\c1cc(OCC)ccc1OCC	2.7	8.3	0.1	-0.7
Cc1cccc(NC(=O)Cn2c(=O)n(CCC(C)C)c(=O)c3cccnc32)c1	14.8	3.8	-0.1	-1.8
O=[N+]([O-])c1ccc(Cl)c(S(=O)(=O)N2CCN(Cc3ccccc3)CC2)c1	12.9	6.5	-0.3	1.0
CN1CCCC(OC(=O)C23CC4CC(CC(Cl)(C4)C2)C3)C1 (stereo not given)	-6.8	-9.8	0.0	0.6
CCCNC(=O)c1nn2cc(Br)cnc2c1Br	2.0	-0.1	0.1	0.2
O=C(CSCc1ccccc1Cl)NCCc1ccc(Cl)cc1	-1.8	-2.2	-0.1	0.9
O=C(C1=C(O)C(=O)N(CCCN2CCOCC2)C1c1ccccc1)c1cccs1 (stereo not given)	-12.2	-10.9	0.0	-1.2
CCC(C)C(NC(=O)c1cccc(Cl)c1)C(=O)OC (stereo not given)	4.0	4.7	0.1	-0.1
COc1ccc(CN2CCN(Cc3ccc(C(F)(F)F)cc3)CC2)cc1OC	23.5	14.0	-0.5	-1.6
Nn1cnn2c(SCC(=O)Nc3ccc(Cl)c(Cl)c3)nnc12	-17.2	3.5	-0.2	0.6
Cc1ccc(S(=O)(=O)Nc2nc3ccccc3nc2Nc2ccc(C)cc2C)cc1	-3.8	-15.7	-0.1	-0.8
COc1ccc2nc(SCC(=O)Nc3ccc(C#N)cc3)[nH]c2c1	-15.1	17.8	0.0	-0.1
O=[N+]([O-])c1ccc(S(=O)(=O)N2CCN=C2SCc2cccnc2)cc1	-12.6	-3.6	0.0	-0.4
CCOc1ccc(C(=O)NCCCCCC(=O)O)cc1	12.3	20.1	0.0	-0.6
CCCCCNC(=O)c1ccc(OC)cc1OC	-7.3	-29.6	-0.1	-1.1
CCCC(=O)NC(=S)Nc1ccc(NC(=O)C(C)C)c(OC)c1	8.6	16.1	0.1	-0.9
O=C(O)CCN1C(=O)C2C3C=CC(C3)C2C1=O (stereo not given)	10.0	-0.4	0.1	-0.4
CC1CN(c2ccccc2)CCN1Cc1nc(N2CCOCC2)c2ccc(Cl)cc2n1 (stereo not given)	-8.1	-7.5	-0.3	-1.1
CC(C)Cn1c2c(c(O)c(C(=O)Nc3nccs3)c1=O)CCCC2	14.8	7.9	0.0	-0.1
CC(C)C[C@H]1NC(=O)[C@H]2CN(C(=O)Oc3ccc(F)cc3)CCN2C1=O	6.1	1.9	0.0	-0.5
O=C(Nc1cccc(F)c1)C1CCCN(S(=O)(=O)c2cnc[nH]2)C1 (stereo not given)	-0.8	0.1	-0.4	0.0
CC1(CCC(=O)NCc2csc(Cc3ccccc3)n2)CCC(=O)N1 (stereo not given)	-6.1	-2.5	-0.1	0.9

Part of the list above, with each value named.
Cc1cccc(NC(=O)Cn2c(=O)n(CCC(C)C)c(=O)c3cccnc32)c1
  MITF inh = 14.8
  TEAD-YAP inh = 3.8
  FBW7 activator = -0.1
  GPR151 activ = -1.8
O=[N+]([O-])c1ccc(Cl)c(S(=O)(=O)N2CCN(Cc3ccccc3)CC2)c1
  MITF inh = 12.9
  TEAD-YAP inh = 6.5
  FBW7 activator = -0.3
  GPR151 activ = 1.0
CN1CCCC(OC(=O)C23CC4CC(CC(Cl)(C4)C2)C3)C1 (stereo not given)
  MITF inh = -6.8
  TEAD-YAP inh = -9.8
  FBW7 activator = 0.0
  GPR151 activ = 0.6

(listing goes on)
SMILES	MITF inh	TEAD-YAP inh	FBW7 activator	GPR151 activ
O=C(Cc1ccccc1)Nc1c(C(=O)N2CCCCCC2)cnn1-c1ccccc1	-5.9	-25.7	-0.9	1.0
CN1C(=O)CC(c2ccc(Cl)cc2)C2=C1CC(C)(C)CC2=O (stereo not given)	-3.3	3.7	0.1	1.2
O=C(CNc1ccccc1-c1nc2ccccc2[nH]c1=O)NCc1ccc2c(c1)OCO2	8.7	-1.5	-0.1	1.3
O=C(CSc1nc2ccccc2[nH]1)c1ccc(O)cc1O	9.9	-12.2	0.1	3.7
O=C(Nc1ccc([N+](=O)[O-])cc1Br)c1ccncc1	13.7	5.1	-0.1	-0.4
COCCOC(=O)c1ccc(NC(=O)c2ccc(C(C)(C)C)cc2)cc1	1.0	45.7*	-1.1	0.3
COC(=O)COc1ccc(NC(=O)Cn2nc(-c3ccc(Cl)cc3)c3ccccc3c2=O)cc1	2.2	7.9	0.3	0.3
c1ccc(-c2nnnn2CC2CO2)cc1 (stereo not given)	7.2	7.5	-0.1	1.6
CN(C(=O)c1nn2c(c1Cl)NC(c1cccs1)CC2C(F)(F)F)C1CCCCC1 (stereo not given)	-4.0	14.4	0.0	0.8
Cc1ccc(OCC(=O)Nc2nnc(C(C)C)s2)c(C)c1	4.2	-3.1	-0.1	0.5
COc1ccc(CCNC(=O)c2cccc(Nc3ccncc3)n2)cc1	-1.8	2.4	0.2	4.3
CCOc1ccccc1C1C(C(=O)OC)=CN(CC2CCCO2)C=C1C(=O)OC (stereo not given)	-2.6	2.0	0.1	2.2
COc1ccc(C)cc1NC(=O)CN1C(=O)C(C)Oc2ccccc21 (stereo not given)	-7.2	-2.2	-0.1	0.3
CN(C)c1ccc(C2NC(=O)c3c(sc4c3CCCC4)N2)cc1 (stereo not given)	1.8	-28.3	0.4	0.7
Cc1ccc2nc(NC(=O)C3CCCN3C(=O)Oc3ccccc3)sc2c1 (stereo not given)	4.9	-25.5	0.1	1.1
COC(=O)c1ccc(N2C(=O)CSC2c2ccc(F)cc2)cc1 (stereo not given)	-2.4	-2.2	0.1	0.0
c1ccc(Cn2c3ccccc3c3nc4ccccc4nc32)cc1	10.9	-4.0	0.7	-0.4
COC(=O)c1ccc(NC(=O)CC2C(=O)N(c3ccc(OC)cc3)C(=S)N2CCc2ccc(OC)c(OC)c2)cc1 (stereo not given)	46.3&-2.0	14.5&1.9	0.0&0.0	2.3&0.8
O=C(c1cc2nc(C3CC3)cc(C(F)(F)F)n2n1)N1CCCC1	10.6	0.9	-0.1	-0.9
O=C(Nc1cccc(-c2ccc(F)cc2)c1)C1CCCN(C(=O)CCN2CCCO2)C1 (stereo not given)	11.3	3.2	0.0	-2.2
O=C(COc1ccccc1)Nc1ccccc1C(=O)NCc1ccco1	3.1	-23.6	-0.3	-0.7
O=C(NCc1cccc(Cl)c1)C1CCC(Cn2c(=S)[nH]c3ccccc3c2=O)CC1 (stereo not given)	0.7	-4.7	0.0	1.3
CCOC(=O)c1sc2nc(SCc3ccc(OC(F)(F)F)cc3)n(Cc3cccc(Cl)c3)c(=O)c2c1C	0.7	9.9	0.0	-1.2
CN1CCN(Cc2c(O)ccc3c(CN4CCN(C)CC4)c(O)ccc23)CC1	-7.6	0.7	0.1	-0.7
COc1cccc2cc(-c3nc4ccccc4[nH]3)c(=Nc3cccc(C)c3)oc12	4.7	-50.6	-0.1	-0.8
Going on with the list.
SMILES	MITF inh	TEAD-YAP inh	FBW7 activator	GPR151 activ
CCCCN1CN=C(Nc2nc3ccccc3o2)NC1	2.8	-58.6	0.3	-0.6
COC(=O)[C@@H](NC(=O)OC1C(=O)c2cc(Br)ccc2O[C@H]1c1cccc(OC)c1)C(C)C (stereo not given in full)	-7.3	x	0.1	-0.8
Cn1c(=O)c2ncn(CC(=O)Nc3cccc(C(=O)O)c3)c2n(C)c1=O	8.9	0.1	-0.1	2.6
COc1cc(C=O)ccc1OCc1cccs1	-1.6	-9.8	0.0	1.7
COc1ccccc1N1CCN(C(=O)c2ccc(NC(C)=O)cc2)CC1	1.8	-1.7	-0.1	0.1
COC(=O)CN(C)c1nnc(N)s1	7.1	5.1	0.6	1.4
COCCNC(=O)c1cc(-c2ccco2)on1	9.7	-53.2	0.0	-0.1
CCCS(=O)(=O)N1CCN(c2ccc(C)nn2)CC1	1.4	9.1	-0.2	-0.1
COc1cccc(CNc2ccc(F)c(Cl)c2)c1O	-3.4	-16.7	0.0	1.4
CN1C(=O)C2(c3ccccc31)C(C(=O)Nc1ccccc1C(F)(F)F)CC1CCCN12 (stereo not given)	13.8	3.2	0.2	-2.7
COC(=O)C1=CN(Cc2ccc(OC)c(OC)c2)C=C(C(=O)OC)C1c1ccc2c(c1)OCO2	-1.2	-24.1	0.1	0.4
Cc1ccc2c(c1)-c1onc(C(=O)NCc3ccc(F)cc3)c1CO2	6.2	-11.6	-0.2	-0.8
CCOc1cc(/C=N/n2c(C)nnc2-n2nc(C)cc2C)ccc1O	-6.5	11.3	0.1	-1.7
COc1ccc(-c2nc(NC(=O)c3nc4nccc(C)n4n3)sc2C)cc1	16.9	3.7	-0.2	0.2
O=C(Nc1nnc(COc2ccc(Cl)cc2)s1)c1ccccc1	3.7	-4.1	-0.1	-0.9
COCC(=O)N(C)C(Cc1ccc(F)cc1)C1CCN(C2CCSCC2)CC1 (stereo not given)	-7.0	2.0	-0.1	0.1
COc1ccc(N2CCN(C(=O)CCCn3nnc4ccccc4c3=O)CC2)cc1	8.7	10.8	0.0	1.8
O=C(CC1Nc2ccccc2NC1=O)Nc1cccc([N+](=O)[O-])c1 (stereo not given)	0.0	-1.2	0.0	-0.1
CCOC(=O)C1=C(N)Oc2cc(C)n(CC)c(=O)c2C1c1ccccc1Cl (stereo not given)	16.3	-1.5	0.0	-1.1
Cc1ncc(CO)c2cc(C(N)=O)c(=Nc3ccc(C(F)(F)F)cc3)oc12	11.8	-1.6	0.1	-0.6
CC(C)N(CCNc1nc(Nc2ccccn2)nc2c1ncn2CCN1CCCC1=O)C(C)C	8.3	-6.6	0.1	-0.1
COc1cccc2sc(NC(=O)c3cccc([N+](=O)[O-])c3)nc12	-8.3	13.4	-0.1	0.0
CC(=O)c1ccc(NC(=O)C2CCN(c3nc(C)cc(C)n3)CC2)cc1	-4.4	-1.1	0.0	-0.5
CN(C)c1cccc(Nc2nc3ncnc(NC4CC4)c3[nH]2)c1	0.1	-9.3	0.0	-1.5
Cc1cc(C(N)=O)c(C)n1-c1ccc(Br)cc1	19.7	-5.1	0.1	0.0
Other records.
SMILES	MITF inh	TEAD-YAP inh	FBW7 activator	GPR151 activ
COc1ccc(CNC(=O)C2CC(=O)N(C3CCCCCC3)C2)cc1 (stereo not given)	13.2	1.5	0.8	2.7
N#Cc1cccc(C(=O)n2nnc3ccccc32)c1	0.7	-8.5	0.5	-1.8
COc1ccc(OC)c(Nc2cc(C)nc3ncnn23)c1	-5.1	9.0	0.0	0.5
COc1ccccc1NC(=O)Nc1cccn(Cc2ccccc2Cl)c1=O	3.9	3.0	-0.1	0.6
Cn1cc(/C=C2/NC(=O)N(CC(=O)Nc3ccc4c(c3)OCO4)C2=O)c2ccccc21	-1.6	-0.4	-0.1	0.0
COc1ccc(C(=S)N2CCOCC2)cc1OC(=O)c1cc(OC)c(OC)c(OC)c1	0.7	-4.9	-0.1	-0.6
CC1CN(CCOc2ccc(Br)cc2Cl)CC(C)O1 (stereo not given)	51.3*	-12.3	0.1	0.5
Cc1cccc(C)c1NC(=O)C1(N(C)C(=O)Cc2nc(N)n[nH]2)CCCCC1	8.2	1.9	0.2	1.7
COC(=O)c1c(NC(=O)CC2Nc3ccccc3NC2=O)sc(C)c1C (stereo not given)	7.7	13.8	0.1	0.0
Cc1ccc(OCCn2c(SCCO)nc3c(N)ncnc32)cc1	5.5	0.1	-0.1	-0.5
CCOC(=O)c1c(NC(=O)c2cc3cc([N+](=O)[O-])ccc3s2)sc2c1CCN(C)C2	11.7	8.9	-0.2	0.3
CCOC(=O)c1c(NC(=O)CSc2nnc(-c3ccccc3)o2)sc(C(C)=O)c1C	-14.3	-8.7	0.1	1.4
CCOC(=O)/C(C(=Nc1ccccc1)Nc1ccccc1)=C(\C)O	10.5	-9.3	0.1	0.4
CCCC(Nc1cccc(Br)c1)N1C(=O)CCC1=O (stereo not given)	3.8	-11.3	0.1	0.3
CCNc1c(NC(=O)Cc2ccccc2)c(=O)oc2ccccc12	15.3	-6.5	-0.2	-0.2
c1ccc2[nH]c(CN3CCN(c4ncnc5sc6c(c45)CCCC6)CC3)nc2c1	13.4	9.6	0.1	-1.0
CCOC(=O)C1(c2ccccc2)NC(c2cccs2)C2C(=O)N(CC)C(=O)C21 (stereo not given)	18.1	11.9	0.4	-0.9
COC(=O)c1ccc(Nc2nc(-c3ccccc3Cl)nc3ccccc23)cc1	6.6	7.0	0.0	-1.1
COc1cc(OC)c(Nc2nc(-c3ccc(OC)c(OC)c3)nc3ccccc23)cc1Cl	-1.6	1.8	-0.1	1.1
Cc1cnccc1CN(C)C(=O)c1cc(COc2cccc(C(F)(F)F)c2)on1	14.5	-3.3	0.5	-0.8
C=CCn1c(=S)[nH]c2cc(C(=O)NCCSCc3ccccc3)ccc2c1=O	8.3	9.2	0.1	0.0

An excerpt from above in order of molar mass, lowest first:
SMILES	MITF inh	TEAD-YAP inh	FBW7 activator	GPR151 activ
CCNc1c(NC(=O)Cc2ccccc2)c(=O)oc2ccccc12	15.3	-6.5	-0.2	-0.2
COc1ccc(CNC(=O)C2CC(=O)N(C3CCCCCC3)C2)cc1 (stereo not given)	13.2	1.5	0.8	2.7
Cc1cnccc1CN(C)C(=O)c1cc(COc2cccc(C(F)(F)F)c2)on1	14.5	-3.3	0.5	-0.8
